# Compound activity: PubChem, several laboratories
# SIAH1 antagonists – Siah-1 peptide-binding antagonists, primary screen, biochemical, fluorescence polarization, rhodamine-plectin, uHTS (AID 1817); E3 ubiquitin-protein ligase SIAH1 (Homo sapiens); one-dose displacement, % at 20 µM; IC50 in µM for titrated hits; 0.02% of 290,000 active; Siah-1 / rhodamine-plectin peptide fluorescence polarization; higher % means a stronger effect;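 active = displacement of at least 50% at 20 µM, with a fluorescence ratio check between 0.3 and a set limit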;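 note: plate controls were Siah plus tracer with DMSO for no effect and tracer alone without Siah for full effect; strong numbers were not always called active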
# TNAP activators – human TNAP enzyme activators, primary screen, biochemical, luminescent, no phosphate acceptor, uHTS (AID 1001); Alkaline phosphatase, tissue-nonspecific isozyme (Homo sapiens); purified TNAP, luminescent activation assay, no phosphate acceptor; higher activation fold means a stronger effect; activation fold at 20 µM, or EC50 in µM where a hit was titrated; 0.03% of 200,000 active; in the data active = activation fold from about 3, or a potency from the dose series; inactive = the rest, 99 in 100 with activation fold below about 1.6; note: many of its hits are not listed in these tables
# PhoP inhibition – inhibitors of PhoP regulon expression, primary screen, Salmonella Typhimurium, GFP reporter (AID 1863) | S. Typhimurium PhoP-regulated promoter GFP reporter, 4 h; higher % means a stronger effect | inhibition, % at 50 µM, or IC50 in µM where a hit was titrated | 0.16% of 300,000 active;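 active = inhibition over 29.93%, a cutoff 3 SD above the screen mean, later confirmed by dose response; inconclusive = inhibition over 29.93% but no dose response follow-up; inactive = inhibition at most 29.93% or unconfirmed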;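 note: 0% = low Mg2+ inducing control and 100% = high Mg2+ repressing control; strong numbers were not always called active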
# human PMI inhibition – inhibitors of human PMI, primary screen, biochemical, fluorescence intensity, coupled assay (AID 1209). 0.42% of 190,000 active. purified PMI enzyme, coupled fluorescence intensity; higher % means a stronger effect. inhibition, % at 20 µM; hits with a dose series show IC50 in µM;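 note: plate controls were DMSO vehicle for no effect and wells lacking substrate for full effect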
# Myeloid diff MLP – induction of myeloid progenitor differentiation, primary screen, cell-based, flow cytometry, MLPCN library; calls only at 10 µM; ER-HoxA9 myeloid progenitors, lysozyme-GFP differentiation; 1% of 360,000 active;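 active = normalized GFP-positive differentiation at or above the plate's own cutoff, the solvent-only control mean plus 3 SD; inconclusive = no clear call, values can overlap the other calls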;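 note: cells exposed to compound for four days before flow analysis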
# PMI inhibition – human PMI inhibitors, high substrate, primary screen, biochemical, fluorescence intensity, high mannose 6-phosphate (AID 1220). Mannose-6-phosphate isomerase (Homo sapiens). inhibition, % at 20 µM, or IC50 in µM where a hit was titrated. recombinant PMI enzyme, coupled fluorescence intensity; higher % means a stronger effect. 0.66% of 190,000 active
# XIAP displacement – XIAP antagonists, biochemical, IAP family, fluorescence polarization (AID 1018); XIAP BIR domain, fluorescence polarization peptide displacement; higher % means a stronger effect; E3 ubiquitin-protein ligase XIAP (Homo sapiens); 0.007% of 200,000 active; displacement, % at 20 µM, or IC50 in µM where a hit was titrated; in the data active = displacement above about 50%; note: a part of the inactive calls stands beside numbers as strong as those of hits
# RSV antiviral HEp-2 – RSV antiviral activity via CPE protection, HEp-2 cells, primary 10 µM value included (AID 2391). HEp-2 cells, RSV-induced CPE inhibition; higher % means a stronger effect. one-dose CPE inhibition, % at 10 µM; IC50 in µM for titrated hits. 0.13% of 310,000 active; in the data active = a potency from the dose series; inconclusive = CPE inhibition mostly from about 23% at the one dose, without a potency; inactive = the rest, 99 in 100 with CPE inhibition below about 21%; note: strong numbers were not always called active
# WT yeast gro inh – growth inhibition of WT strain, primary screen, mitochondrial fusion inhibitor project, WT and mutant strains, chemical genetic | mitochondrial fusion phenotypic screen | inhibition, % at 10 µM | AID 1362, 2008 | 2.1% of 190,000 active; in the data active = inhibition above about 58%; tested in S. cerevisiae
# WT yeast gro inh mutant strain – recorded beside WT yeast gro inh, whose call it bears; inhibition, %; mitochondrial fusion phenotypic screen, mutant strain inhibition
# Myeloid diff MLP GFP+ MAC1+ % – recorded beside Myeloid diff MLP, whose call it bears; GFP+ MAC1+ double positive, %; measured here: differentiation confirmed by MAC1 staining
# Active calls of the source: *; i = inactive; ? = inconclusive; . = not tested or not shown. Cut-off read from the data, not from the text of the source, unless noted: active = inhibition above about 50%; inactive = the rest.
SMILES,SIAH1 antagonists,TNAP activators,PhoP inhibition,human PMI inhibition,Myeloid diff MLP,Myeloid diff MLP GFP+ MAC1+ %,PMI inhibition,XIAP displacement,RSV antiviral HEp-2,WT yeast gro inh,WT yeast gro inh mutant strain
COc1ccc([N+](=O)[O-])cc1NC(=O)C(C)c1ccccc1 (stereo not given),-3.4%,1.1,-16.0%,8.9%,i,0.4,5.6%,-4.0%,5.0%,-13.7,-12.6
CCN(CC)S(=O)(=O)c1ccc(C(=O)C(C#N)c2ccccn2)cc1 (stereo not given),0.9%,1.1,-7.2%,8.6%,i,10.0,7.3%,-2.2%,0.7%,8.5,6.2
CC1CC(C)CN(C(=O)CSc2nc(N)cc(=O)[nH]2)C1 (stereo not given),5.8%,1.2,1.0%,-3.0%,i,0.5,-6.2%,-7.4%,0.4%,-10.2,10.7
Cn1c(CCN2CCCCC2)nc2cc(NC(=O)Nc3ccccc3)ccc21,1.8%,1.1,-5.5%,9.3%,i,0.8,7.7%,-3.4%,-1.6%,-9.8,-0.6
COc1cc(/C=C2/NC(=O)N(c3cccc(Cl)c3)C2=O)ccc1O,-3.9%,0.9,.,14.8%,i,0.5,16.0%,-6.9%,-0.2%,-17.5,-18.6
Cc1occc1C(=O)N(C)CC1CCCN(CCc2ccccc2F)C1 (stereo not given),-2.8%,.,-1.4%,.,i,3.2,.,.,-2.3%,.,.
COc1cc2c(=O)nc3n(c2cc1OC)C(c1ccccc1)N=C(N)N3 (stereo not given),-0.3%,1.1,-4.2%,5.5%,.,.,4.8%,-2.6%,.,4.5,2.4
COc1ccc(N2CCN(C(=O)Cc3ccc(Br)cc3)CC2)cc1,6.0%,.,0.1%,.,i,0.2,.,.,0.7%,.,.
COC(=O)c1c(C(=O)OC)c(-c2ccc(Cl)cc2)n2c1CS(=O)(=O)C2,0.3%,1,7.7%,-19.4%,i,0.4,-11.8%,-3.1%,0.5%,-2.7,10.5
Nc1c(Cl)nc(-c2ccccc2)nc1Cl,-3.0%,1.1,-8.7%,-6.5%,i,0.4,-0.7%,-4.8%,1.2%,0.3,4.4
C=CCn1c(CNC(=O)c2ccco2)nnc1SCC(=O)N1c2ccccc2Sc2ccccc21,-8.2%,1.1,-1.1%,-1.7%,i,0.4,-4.1%,-4.2%,4.2%,2.9,9.4
CCNc1nc(NC(C)C)nc(N(C#N)C(C)C(=O)N(CC)CC)n1 (stereo not given),3.7%,.,-11.6%,.,i,0.6,.,.,48.1%,.,.
CCOc1ccc(C2=CSC3=NCCN23)cc1[N+](=O)[O-],-1.5%,.,18.4%,.,i,0.5,.,.,-0.1%,.,.
COc1ccc(Nc2nnc(SCC(=O)/C=C3/N(C)c4ccccc4C3(C)C)s2)cc1,-10.9%,1.1,6.5%,-27.3%,i,0.0,-10.3%,-7.2%,40.4%,31.4,10.7
COc1ccc2nc(N(CCN(C)C)C(=O)c3ccc4ccccc4c3)sc2c1,-2.7%,.,-12.1%,.,i,6.9,.,.,-0.1%,.,.
Cc1cc(C)nc(SCC(=O)c2cc3ccccc3oc2=O)n1,-3.4%,1.1,11.6%,2.5%,i,0.9,0.1%,-3.6%,0.3%,-3.0,12.2
CCC(=O)Nc1ccc2c(c1)nc1n2CCN(CCOC)C1,0.4%,.,-4.4%,.,i,0.5,.,.,0.5%,.,.
COc1cccc2cc(-c3nc(-c4cccs4)cs3)c(=O)oc12,-2.0%,1.1,-11.4%,-10.4%,i,1.1,-3.1%,-6.5%,3.5%,-19.8,3.6
N#CC1=C(N)S[C@H](C(=O)C23CC4CC(CC(C4)C2)C3)[C@H]1c1ccncc1,6.5%,1.1,6.2%,-6.0%,i,1.3,-36.4%,-4.3%,-0.1%,21.1,29.6
COc1cc(OC)cc(C(=O)N2CCN(C(=O)Cc3ccccc3)CC2)c1,8.7%,1.1,-1.5%,-2.2%,i,0.1,-12.6%,-6.7%,0.0%,-5.7,3.6
COc1ccc(-n2c(C)nc(=O)c(-c3ccccc3)c2C)cc1,5.5%,1.1,5.9%,-7.2%,i,0.0,-11.9%,0.3%,1.3%,11.4,2.8
COc1ccc(CCN(C)C(=S)Nc2ccc(SC(F)F)cc2)cc1OC,-7.1%,.,1.0%,.,i,0.0,.,.,1.3%,.,.
Cn1ncnc1SCc1cn2cccnc2n1,3.8%,1.1,6.4%,-1.7%,i,0.5,3.1%,-4.8%,1.0%,11.7,-4.4
COc1ccc2c(c1)c(C(=O)O)c(C)n2-c1ccc(Cl)cc1,-0.7%,.,-5.8%,.,i,0.7,.,.,3.3%,.,.
CC(C)NC(=O)NC(=O)COC(=O)c1ccc([N+](=O)[O-])cc1Cl,2.7%,1.2,-0.9%,-12.3%,i,0.4,-2.1%,-2.2%,1.3%,-5.0,21.2
# Additional entries follow.
SMILES,SIAH1 antagonists,TNAP activators,PhoP inhibition,human PMI inhibition,Myeloid diff MLP,Myeloid diff MLP GFP+ MAC1+ %,PMI inhibition,XIAP displacement,RSV antiviral HEp-2,WT yeast gro inh,WT yeast gro inh mutant strain
Cc1ccc(CNC(=O)C2CCC(=O)N(CCc3ccccc3)C2)s1 (stereo not given),-3.6%,.,8.4%,.,i,1.1,.,.,5.8%,.,.
CC1CCc2sc(NC(=S)NC(=O)c3ccccc3)c(C#N)c2C1 (stereo not given),-6.2%,0.9,-13.2%,7.0%,i,0.1,34.9%,-5.1%,?,9.3,-8.2
CC1(C)CC(CCC(=O)Nc2ccccc2Cl)C(=O)O1 (stereo not given),0.5%,1.1,-0.2%,10.2%,i,1.8,6.5%,-6.1%,0.8%,-11.6,-0.6
COc1ccccc1NC(=O)c1ccc(-n2cncn2)nc1,1.1%,1,-7.2%,-10.1%,i,0.1,-3.9%,-6.2%,2.0%,-17.0,14.6
O=C(O)CSc1c(O)c2ccccc2[nH]c1=O,6.6%,1,-2.5%,-5.7%,i,0.1,1.0%,-3.8%,1.5%,-2.8,8.9
Cn1c(=O)c2c(ncn2CC(=O)N2CCN(c3ccc(F)cc3)CC2)n(C)c1=O,0.5%,1.1,-2.8%,10.6%,i,0.5,2.0%,-5.6%,1.6%,-7.1,0.5
CC(=O)c1ccc(NC(=O)CCSCCC(=O)Nc2ccc(C(C)=O)cc2)cc1,-0.9%,1.1,3.1%,-8.5%,i,0.8,-5.7%,-2.0%,1.2%,-19.8,14.9
CCN(CC)S(=O)(=O)c1ccc2c(c1)N(CC(=O)Nc1cccnc1Cl)C(=O)CO2,3.0%,1.1,-3.7%,7.2%,i,0.5,15.6%,-6.4%,2.5%,-8.5,-4.3
Cc1cccc(NS(=O)(=O)c2ccc(Cl)cc2)n1,-4.0%,.,1.5%,.,i,0.6,.,.,1.4%,.,.
O=C(NC(=S)Nc1ccccc1N1CCCCC1)c1ccc(F)cc1,-2.2%,.,-0.1%,.,i,0.9,.,.,19.3%,.,.
Cc1cccc(C)c1NC(=O)NC1(C(=O)N2CCOCC2)CCCCC1,4.2%,1.1,-0.5%,-10.3%,i,0.5,-1.5%,-2.0%,1.9%,-11.5,0.6
COc1cccc(C2CC(c3cccs3)=NN2S(C)(=O)=O)c1OC (stereo not given),2.5%,1.1,-10.8%,9.2%,i,0.3,10.0%,-4.6%,0.7%,-19.6,-14.3
CN(C)/C(=N\S(=O)(=O)c1ccc(Cl)cc1)c1ccc(F)cc1,13.7%,.,9.5%,.,i,0.5,.,.,0.1%,.,.
Cc1c(C=O)c(=O)n(-c2ccccc2)n1C,9.9%,1.1,5.8%,-4.3%,i,0.1,-5.1%,-4.5%,0.6%,-1.1,4.4
CN(C)C(=O)c1cc(C(=O)c2ccccc2Br)c[nH]1,2.0%,.,3.5%,.,i,0.4,.,.,0.4%,.,.
C=CCN1C(=O)CS/C1=N\N=C\c1cccc([N+](=O)[O-])c1,26.6%,1.1,4.9%,2.0%,i,0.1,4.1%,-6.2%,1.0%,-9.8,-3.7
CCCn1c(SCC(=O)NC23CC4CC(CC(C4)C2)C3)n[nH]c1=O,-3.2%,1,-3.8%,0.2%,i,0.7,-7.5%,-5.8%,1.7%,-11.1,-10.7
CC1CCc2c(sc3nc(CSc4n[nH]c(N)n4)[nH]c(=O)c23)C1 (stereo not given),2.3%,2.7,6.1%,4.9%,i,0.4,9.5%,-0.6%,?,-0.4,-10.6
O=C(Nc1nc(-c2ccccc2)cs1)c1ccccc1NS(=O)(=O)c1ccc(F)cc1,6.2%,0.7,-2.5%,-0.3%,i,1.0,2.7%,-9.3%,0.3%,77.9*,58.2*
O=[N+]([O-])c1ccccc1/C=C/CN1CCCCC1,1.8%,1,8.6%,5.7%,i,10.9,0.3%,0.4%,-0.7%,-9.7,8.2
Cc1cccc(/C=C2/C(=O)/C(=C/c3ccccc3C)C3CCC2N3C)c1 (stereo not given),0.9%,1,-7.9%,6.4%,i,0.9,4.1%,-12.1%,0.6%,-0.1,2.8
CC1CN(C(=O)c2cccc(COc3ccccc3Cl)c2)CC(C)O1 (stereo not given),-0.8%,1,6.5%,7.6%,i,0.8,4.2%,-3.4%,3.5%,18.3,9.8
O=C(NN1CCOCC1)c1cccc2ccccc12,2.7%,1,-0.2%,13.5%,i,0.4,18.5%,-3.1%,-0.4%,-6.8,4.5
CCCN(Cc1cc2ccccc2[nH]c1=O)C(=O)c1cccc([N+](=O)[O-])c1,4.5%,.,-4.1%,.,i,0.4,.,.,3.9%,.,.
Cc1ccc(N/C=C(/C#N)c2ccsc2)cc1,-5.2%,1.1,-8.9%,16.4%,i,0.6,15.9%,-6.3%,10.8%,8.7,7.4
Cc1ccc(CCNC(=O)CS(=O)Cc2nc(-c3cccc(C)c3)oc2C)cc1 (stereo not given),-4.5%,1,-0.1%,1.6%,i,2.7,-5.9%,-1.3%,2.0%,-3.3,-1.3

# Full records from above.
# Profile of `CCCn1c(SCC(=O)NC23CC4CC(CC(C4)C2)C3)n[nH]c1=O` = SIAH1 antagonists = -3.2%; TNAP activators = 1; PhoP inhibition = -3.8%; human PMI inhibition = 0.2%; Myeloid diff MLP = i; Myeloid diff MLP GFP+ MAC1+ % = 0.7; PMI inhibition = -7.5%; XIAP displacement = -5.8%; RSV antiviral HEp-2 = 1.7%; WT yeast gro inh = -11.1; WT yeast gro inh mutant strain = -10.7
# Profile of `Cn1c(=O)c2c(ncn2CC(=O)N2CCN(c3ccc(F)cc3)CC2)n(C)c1=O` = SIAH1 antagonists = 0.5%; TNAP activators = 1.1; PhoP inhibition = -2.8%; human PMI inhibition = 10.6%; Myeloid diff MLP = i; Myeloid diff MLP GFP+ MAC1+ % = 0.5; PMI inhibition = 2.0%; XIAP displacement = -5.6%; RSV antiviral HEp-2 = 1.6%; WT yeast gro inh = -7.1; WT yeast gro inh mutant strain = 0.5
